aSyn tox rescue – inhibitors of alpha-synuclein toxicity in yeast | S. cerevisiae alpha-synuclein toxicity rescue, BacTiter-Glo growth, 24 h | Potency, µM (series often up to 46.1 µM), for the others: top-dose growth rescue (activation), usual class: activators | hit rate 0.02% among 94,000 | AID 1347070; active means well fitted activation curve with a large enough effect; inconclusive means small, poorly fitted or top-dose-only effect; further: 0% is about no effect
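Growth restoration measured by BacTiter-Glo luminescence after 24 hr at 30 deg C; alpha-synuclein yeast, raffinose-pregrown to mid-log, were added at OD600=0.02 in galactose medium onto pinned compounds.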
* marks the source's active call; other numbers are inactive results; ? = inconclusive; [ ] = dose if it differs, or a comment. Potency means the concentration at half of the fitted maximal effect. This is a subset (hit frequency here may not be typical).

canonical_smiles | aSyn tox rescue
CC(NC(=O)c1cc2ccccc2oc1=O)c1ccc(O)cc1 (stereo unspecified) | 3.7%
Cc1ccnc(NC(=O)CCC(=O)N(CC(=O)NC2CCCCC2)Cc2cccs2)c1 | -7.6%
CCOc1ccc(CCNC(=O)C(C)n2nc(C)n3c(cc4occc43)c2=O)cc1OCC (stereo unspecified) | 7.2%
COc1cc2c(cc1OC)CN(C(=O)/C=C/c1ccc(F)cc1)CC2 | -1.0%
CCN(CC(=O)Nc1c(F)cccc1F)C(=O)CCNC(=O)c1ccco1 | -6.5%
O=C(C(Cc1ccccc1)n1cccc1)N1CCN(Cc2ccccc2)CC1 (stereo unspecified) | -5.5%
O=C1/C(=C/c2ccco2)Oc2c1ccc(O)c2CN1CCCCC1 | -15.4%
COc1cccc(CN2CC(C(=O)NCCc3nccs3)CCC2=O)c1 (stereo unspecified) | -1.1%
Cn1cc(S(=O)(=O)CC(=O)N2CCCc3ccccc32)c2ccccc21 | -2.9%
COc1ccc(-c2noc(N3CCC(C(=O)NCc4ccccc4Cl)CC3)n2)cc1 | -7.2%
Cc1cc2c(cc3c(SCc4cccc(Cl)c4)nnc(C)n32)o1 | 27.6%
CCc1ccc2[nH]cc(S(=O)(=O)c3ccc(C(C)C)cc3)c(=O)c2c1 | 0.0%
CC(C)c1ccc(O)c(NC(=S)NC(=O)c2cccnc2)c1 | 13.5%
CNC(=O)c1ccc2nc(Cc3ccccc3)oc2c1 | 3.8%
Cc1nnc(SC(C(=O)c2ccccc2)c2ccccc2)[nH]c1=O (stereo unspecified) | 2.3%
O=C(Nc1ccc(Oc2ccccc2)cc1)C1CCN(S(=O)(=O)c2ccc(Cl)cc2)CC1 | 3.8%
CC(C)c1ccc(C(=O)Nc2ccc(-c3nc4ccccc4s3)c(Cl)c2)cc1 | -5.2%
Cn1cnnc1SCC(=O)Nc1cc(C(=O)O)cc(C(=O)O)c1 | 4.5%
COc1ccc2c(c1)c1c(c(=O)n(-c3ccc(F)c(Cl)c3)c(=O)n1Cc1cccc(C)c1)n2C | -4.0%
CCOc1ccc(Br)cc1C1C(C(=O)Nc2ccccc2OC)=C(C)Nc2nnnn21 (stereo unspecified) | 2.3%
CS(=O)(=O)N(CC(=O)NCCSC1CCCCC1)c1ccccc1 | -1.9%
O=C(NCc1ccc2[nH]c3c(c2c1)CCCC3)c1ccc(S(=O)(=O)N2CCOCC2)cc1 | -2.4%
Cc1ccc(S(=O)(=O)Nc2cc3c(cc2C#N)OCO3)cc1C(N)=O | -3.5%
O=C1Nc2c(c(=O)[nH]c(=O)n2-c2ccc(F)cc2)C1(NS(=O)(=O)c1ccccc1)C(F)(F)F (stereo unspecified) | -5.2%

A draw from above in order of SMILES length, descending.
canonical_smiles | aSyn tox rescue
COc1ccc2c(c1)c1c(c(=O)n(-c3ccc(F)c(Cl)c3)c(=O)n1Cc1cccc(C)c1)n2C | -4.0%
O=C(Nc1ccc(Oc2ccccc2)cc1)C1CCN(S(=O)(=O)c2ccc(Cl)cc2)CC1 | 3.8%
CCOc1ccc(Br)cc1C1C(C(=O)Nc2ccccc2OC)=C(C)Nc2nnnn21 (stereo unspecified) | 2.3%
CC(C)c1ccc(C(=O)Nc2ccc(-c3nc4ccccc4s3)c(Cl)c2)cc1 | -5.2%
Cc1ccc(S(=O)(=O)Nc2cc3c(cc2C#N)OCO3)cc1C(N)=O | -3.5%
Cn1cnnc1SCC(=O)Nc1cc(C(=O)O)cc(C(=O)O)c1 | 4.5%

(continued)
canonical_smiles | aSyn tox rescue
CNC(=O)c1c(NC(=O)c2cccc(N3C(=O)CCC3=O)c2)sc2c1CCC2 | -10.4%
Cc1oc(-c2ccccc2Cl)nc1CS(=O)(=O)CC(=O)NC(C)CCc1ccccc1 (stereo unspecified) | -15.9%
CCN(CC(=O)Nc1ccccc1C(F)(F)F)C(=O)Cc1ccccc1 | 4.2%
C/C(=N\NC(=S)NCC(C)(C)C)c1cc(F)cc(F)c1O | -5.8%
Cc1ccc2nc(COc3cccc(NC(=O)c4cccc(Cl)c4)c3)cc(=O)n2c1 | 2.4%
O=c1c2cc(C(F)(F)F)ccc2sn1-c1ccccc1 | -72.2%[inhibitor]
CN(Cc1ccccc1)C(=O)COc1ccc(N(C)S(=O)(=O)c2ccc(F)cc2)cc1 | 15.6%
COc1ccc(OC)c(CNC(=O)c2c(C)oc3ncn(C)c(=O)c23)c1 | 4.8%

The final 2 records of the section before open the next one:
canonical_smiles | aSyn tox rescue
CN(Cc1ccccc1)C(=O)COc1ccc(N(C)S(=O)(=O)c2ccc(F)cc2)cc1 | 15.6%
COc1ccc(OC)c(CNC(=O)c2c(C)oc3ncn(C)c(=O)c23)c1 | 4.8%
CCN(C(=O)Cc1nc(-c2ccc(OC)cc2)no1)c1cccc(Cl)c1 | 26.1%
N#Cc1ccc(COC(=O)CC(NC(N)=O)c2ccc(Cl)cc2)cc1 (stereo unspecified) | 3.4%
COc1ccc(NC(=O)Cn2c3ncccc3c(=O)n2-c2ccc(C)c(C)c2)c(OC)c1 | 1.2%
CCOC(=O)/C=C/COc1ccccc1[N+](=O)[O-] | 8.5%
Cc1ccc(CNC(=O)c2cnn(-c3ccc(F)cc3F)c2C2CCN(C(=O)OC(C)(C)C)CC2)cc1 | ?
COc1cccc(/C=C/c2nc3ccccc3c(=O)n2-c2ccc(C)c(C)c2)c1OC | -6.3%
COc1ccc(/C=C/C(=O)OCC(=O)Nc2nnc(-c3ccccc3)o2)c(OC)c1 | -1.7%
CC(C)(C)NC(=O)C(=O)NN=C1CCCCCC1 | -2.0%
Cc1ccc(NC(=O)Cn2cc(S(=O)(=O)N3CCC(C)CC3)c3ccccc3c2=O)c(Br)c1 | -2.4%
CCOc1ccc(NC(=O)CSc2nc(NS(=O)(=O)c3ccc(C)cc3)cc(=O)[nH]2)cc1 | 1.4%
COC(=O)COc1ccc(Oc2nc(NC(C)(C)C)nc(N(C)C)n2)nn1 | 5.0%
CC(C)Oc1ccc(C(=O)NCC(c2ccc(N(C)C)cc2)N2CCCC2)cc1 (stereo unspecified) | 7.1%
CCN1C(=O)c2ccccc2S(=O)(=O)c2ccc(C(=O)NCc3ccc(C)cc3)cc21 | 0.8%
CCOC(=O)C1=C(COC(=O)/C=C/c2cccc([N+](=O)[O-])c2)NC(=O)NC1C (stereo unspecified) | -1.7%
Cc1cccc(NC(=O)Cn2cc(C(=O)C3CC3)c3ccccc32)c1C | 10.4%
Clc1ccc(CN2CCc3c([nH]c4ccccc34)C2)cc1Cl | 13.9%
Cc1cc(NC(=O)CCCn2nc([N+](=O)[O-])c(Br)c2C)no1 | 0.9%
CCOc1ccc(NC(=O)NC(C)c2c(-n3cccc3)sc(C)c2C)cc1 (stereo unspecified) | -1.1%
COCCCN(C)C1CCN(C(=O)Nc2ccc(F)cc2)CC1 | -7.1%
Cc1c(CCC(=O)O)c(=O)oc2c(C)c(OCc3ccccc3Cl)ccc12 | 9.1%
CC(Oc1ccc(Br)cc1)C(=O)Nc1cc(Cl)ccc1N1CCN(C)CC1 (stereo unspecified) | 14.1%
Cc1ccc(CN(C)C(=O)COC(=O)CSc2ccc(C(N)=O)cc2[N+](=O)[O-])cc1 | 7.9%
COc1cccc(CNC(=O)C(=O)Nc2c3c(nn2-c2ccccc2)CSC3)c1 | -1.8%
CCc1cccc(CC)c1NC(=O)Cn1nnc2sc3c(c2c1=O)CCCC3 | -10.0%
COc1ccccc1NS(=O)(=O)c1cccc(NC(=O)c2[nH]c(C)c(C(C)=O)c2C)c1 | 4.0%
CCN1CC(CN(C)Cc2nc(-c3ccc(Cl)cc3)no2)CC1=O (stereo unspecified) | -4.0%
CCOC(=O)c1cnc2c(ccc3ccccc32)c1Nc1cccc(Cl)c1 | -9.7%
CCc1ccc(-c2nc3ccc(Br)cc3c(C(=O)O)c2C)s1 | -41.8%[inhibitor]
COc1ccccc1CNC(=O)CC(c1ccc(F)cc1)N1Cc2ccccc2C1=O (stereo unspecified) | 4.1%
O=C1CN(C(=O)COC(=O)c2cc(S(=O)(=O)N3CCOCC3)ccc2Cl)c2ccccc2N1 | -7.3%
COc1ccc(Cl)cc1C(=O)NC1CC(C)(C)NC(C)(C)C1 | 1.3%
CC(=O)C1=C(c2ccc(C)cc2)N(C(C)=O)n2c(nnc2-c2ccccc2)S1 | -3.5%
O=C(CSc1nc2[nH]ncc2c(=O)[nH]1)Nc1cccc([N+](=O)[O-])c1 | -3.0%
CCCCN(CC)CCCNC(=O)c1cn(C)c2ccc(S(=O)(=O)N(C)C3CCCCC3)cc2c1=O | 0.8%
Cc1cccc(N2C(=O)C(CC(=O)Nc3ccc(F)cc3)N(C3CCCC3)C2=O)c1 (stereo unspecified) | 1.9%
Cc1cc(OC(C)C(=O)N2CCC(c3nc4ccccc4o3)CC2)ccc1Cl (stereo unspecified) | 29.9%
COc1ccc(N2C(=O)/C(=C/c3ccc([N+](=O)[O-])cc3)N=C2C)c(OC)c1 | -2.4%
O=C(Nc1ccccc1)c1ccc(Br)c(S(=O)(=O)N2CCCCC2)c1 | -17.6%
CN(CCO)C(=O)C1CCN(c2ncc(C(F)(F)F)cc2Cl)CC1 | 2.3%
Cn1c(C(=O)NCCCN2CCCCCC2)cc2c(=O)n(C)c3ccccc3c21 | 7.0%
CC(=O)c1ccc(NC(=S)NC(=O)c2c(Cl)c(C)nn2C)cc1 | 0.3%
Cc1nc2sccn2c(=O)c1S(=O)(=O)N1CCN(c2ccccc2)CC1 | -3.4%
CCCCNC(=O)CCCn1c(=O)c2ccccc2n(Cc2ccccc2C)c1=O | 5.4%
Cc1cccc(N2CCn3c2nc2c3c(=O)n(CCc3ccccc3)c(=O)n2C)c1 | -2.9%
COC(=O)c1cccnc1-n1c(=O)c2cccnc2n(CC(=O)Nc2cccc(C(F)(F)F)c2)c1=O | 2.0%
COc1ccc(OC)c(NC(=O)C2CCCN(S(=O)(=O)c3c(C)nn(C)c3C)C2)c1 (stereo unspecified) | 6.3%
CCCCn1c(=O)c(CCC(=O)O)nc2ccccc21 | 17.2%
CCCCN(CCCC)S(=O)(=O)c1ccc(NC(=O)c2c(-c3ccccc3)noc2C)cc1 | -1.4%
CCOC(=O)c1cnc(SCC#N)nc1N | 3.3%
CCOc1ccc(NC(=O)c2nnn(-c3ccc(F)c(Cl)c3)c2C)cc1 | -2.6%
O=C(c1ccccc1)N(C(=O)c1ccccc1)c1ccccc1 | -12.0%
O=C(Nc1ccc2nc(SCC(=O)N3CCCC3)sc2c1)c1cccc(F)c1 | -13.5%
CCCn1nc(C(=O)NNC(=O)CCOc2ccccc2OCC)c2ccccc2c1=O | -3.7%
COc1ccc(C(=O)Nc2ccc3nc4c(c(Nc5ccccc5OC)c3c2)CCCC4)c(OC)c1 | -22.4%
CCc1ccc(NC(=O)CSc2cn(CC(=O)N3CCCC3)c3ccccc23)cc1 | 8.7%
Cc1ccc(CSCCNC(=O)CN(c2cccc(C)c2C)S(=O)(=O)c2ccccc2)cc1 | 0.9%

More results
canonical_smiles | aSyn tox rescue
CCCOc1ccc(C(=O)N(Cc2ccc(N(C)C)cc2)CC2CCCO2)cc1 (stereo unspecified) | 0.9%
Cc1ccc(C)c(NC(=O)C2CCCN(S(=O)(=O)c3c(C)noc3/C=C/N(C)C)C2)c1 (stereo unspecified) | -2.8%
CCCCN1C(=S)SC(C)(C)C1/[N+]([O-])=C/c1ccc(S(=O)(=O)NC)cc1 (stereo unspecified) | 6.6%
CCC(=O)N1CCN(c2ccc(NC(=O)c3ccc(C#N)cc3F)cc2Cl)CC1 | -5.8%
CCOc1ccccc1NC(=O)Cn1c(=O)n(-c2ccc(C)cc2)c(=O)c2c1cnn2C | -8.4%
O=C(NCC1COc2ccccc2O1)c1cc(S(=O)(=O)N2CCOCC2)c(Cl)cc1Cl (stereo unspecified) | -1.7%
O=c1[nH]c2ccc(S(=O)(=O)N3CCCC3)cc2[nH]1 | 0.4%
Cc1ccc(-n2nc3c(N4CCCC(C(=O)NCc5ccc(Cl)cc5)C4)nnc(C)c3c2C)cc1 (stereo unspecified) | -2.4%
CCN(CC)C(=O)C1=C(C)N(Cc2ccc(OC)cc2)C(=O)C(CC(=O)NC2CCCCC2)C1 (stereo unspecified) | 0.8%
CCOc1ccccc1N1CCN(CC(=O)c2c(N)n(C)c(=O)n(C)c2=O)CC1 | -5.3%
Cc1ccc(C(=O)Nc2nc(-c3ccco3)c(-c3ccco3)s2)o1 | -17.5%
O=C(CSc1nnc(-c2ccc(C(F)(F)F)cn2)s1)c1ccc(Cl)cc1 | -3.2%
Cc1cc2c(cc1S(=O)(=O)N(CCN(C)C)Cc1ccco1)OCC(=O)N2 | -5.3%
C[n+]1cccc(/C=N/NC(=O)CC23CC4CC(CC(C4)C2)C3)c1 | -4.0%
COc1ccccc1NC(=O)CSc1nnc(NC(=O)C2CC2)s1 | 1.7%
COCCCNC(=O)CCCCn1c(=O)c2ccccc2n(CC(=O)Nc2ccc(C)cc2C)c1=O | 3.2%
COCOCCn1cc(CN2CCS(=O)(=O)N(Cc3ccc(-c4ccc(Cl)cc4)cc3)C(C(C)C)C2=O)nn1 (stereo unspecified) | 1.0%
COc1cc(C(=O)N2CCNC(=O)C2CC(=O)Nc2ccc(C)c(C)c2)cc(OC)c1OC (stereo unspecified) | 6.5%
